# Rac1 wt modul: wildtype Rac1 GTP binding modulators, primary screen, biochemical, GST-Rac1 beads, flow cytometry, multiplex | fluorescent GTP binding; actives lie on both sides; 0 = cold GTP competed, 100 = untreated | Ras-related C3 botulinum toxin substrate 1 (Homo sapiens), P63000 | actives 0.27% (n = 190,000) | GTP binding activity (% of control), % at 10 µM;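 active means GTP binding activity at least 20 points away from the 100% control level, either lower or higher; inconclusive means compound flagged as likely green fluorescent, judged across all proteins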
# Rac1 act GTP bind: GTP binding modulators of activated mutant Rac1, primary screen, biochemical, bead-based flow cytometry, multiplex, fluorescent GTP | Ras-related C3 botulinum toxin substrate 1 (Homo sapiens), P63000 | GST-Rac1 activated beads; actives lie on both sides; 100% means binding = to untreated wells | percent activity (GTP binding), % at 10 µM | actives 0.11% (n = 190,000) | AID 764, 2007;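 active means GTP binding at least 20 percentage points away from the 100% baseline, in either direction, so actives lie on both sides; inconclusive means Compound likely fluorescent itself, or too few beads counted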
# GSH fluor: compound fluorescence on glutathione beads, profiling panel, artefact control, biophysical, 488/530 nm, flow cytometry | GSH beads flow cytometry, compound fluorescence 488/530 nm; stronger effect = higher value | fluorescence (KMESF) at 10 µM | actives 0.25% (n = 190,000) | AID 1776, 2009; in the data active means fluorescence above about 89;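 further: glutathione beads carrying GST-tagged Bcl family fusion proteins plus one bare bead set; values are compound well signal with DMSO vehicle wells as background; inactives centre near 16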
# Rab7 wt GTP bind: modulators of GTP binding to Rab7, primary screen, biochemical, wildtype, multiplex bead flow cytometry; Rab7 GTPase wild type (dog), Bodipy-FL-GTP binding; actives 0.055% (n = 190,000); GTP binding activity (percent of control), % at 10 µM; GST-Rab7 beads, fluorescent GTP binding; actives lie on both sides; untreated = 100%, excess cold GTP = 0%;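 active means fluorescent GTP binding to Rab7 beads changed by at least 20 points from the 100% baseline, either direction, mostly lower; inconclusive means compound itself probably fluorescent, or too few beads counted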;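 further: median green fluorescence of bound Bodipy-FL-GTP per Rab7 bead population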
# Avidin bead fluor: green autofluorescence of compounds with avidin beads – biophysical, 488/530 nm, flow cytometry, artefact control, profiling panel; AID 1775, 2009; fluorescence (KMESF) at 10 µM; actives 0.38% (n = 220,000); compound fluorescence 488/530 nm; stronger effect = higher value; in the data active means fluorescence above about 47; further: inactives centre near 10
# Mcl1 Noxa PPI: Mcl-1/Noxa binding inhibitors, primary screen, biochemical, TR-FRET, 1536-well; inhibition, % at 21.7 µM; Induced myeloid leukemia cell differentiation protein Mcl-1 (Homo sapiens), Q07820; actives 1.5% (n = 220,000); TR-FRET Mcl-1/Noxa peptide binding, 2 h;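 active means compounds that cut the protein-peptide binding signal by more than 50% relative to plate controls in a single-dose test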;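 further: His-tagged Mcl-1 with rhodamine Noxa BH3 peptide and terbium anti-His antibody; 0% = Mcl-1 plus Noxa peptide wells and 100% = peptide-only wells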
# Target sequence (Q07820 whole entry, looked up): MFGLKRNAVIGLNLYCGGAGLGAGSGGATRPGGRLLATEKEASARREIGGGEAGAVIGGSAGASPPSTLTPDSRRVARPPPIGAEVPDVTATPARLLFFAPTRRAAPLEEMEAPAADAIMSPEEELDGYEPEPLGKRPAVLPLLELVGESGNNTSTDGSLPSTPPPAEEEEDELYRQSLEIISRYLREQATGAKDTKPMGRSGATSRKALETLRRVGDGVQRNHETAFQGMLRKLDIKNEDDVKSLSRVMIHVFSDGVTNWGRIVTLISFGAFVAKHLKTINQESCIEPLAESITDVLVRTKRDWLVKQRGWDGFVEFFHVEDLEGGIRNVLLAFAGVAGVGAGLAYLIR
# Rab2 wt GTP: modulators of GTP binding to Rab2A wildtype, primary screen, biochemical, dog, bead-based flow cytometry, multiplex | actives 0.19% (n = 190,000) | Ras-related protein Rab-2A (Canis lupus familiaris), P61105 | GTP binding activity, % at 10 µM | GST-Rab2 wt beads, Bodipy-GTP binding;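 active means GTP binding activity at least 20 points away from 100%, either lowered or raised; inconclusive means signal likely due to the compound's own green fluorescence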;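 further: 0% = beads with excess unlabeled GTP and 100% = no-compound control corrected for plate trend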
# Mcl1-Bid inh: Mcl-1/Bid binding inhibitors, primary screen, biochemical, TR-FRET, 1536-well | Induced myeloid leukemia cell differentiation protein Mcl-1 (Homo sapiens), Q07820 | TR-FRET Mcl-1/Bid-Dy647 peptide binding | inhibition, % at 21.7 µM | actives 0.97% (n = 220,000);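 active means compounds that cut the binding signal by more than half at the single screening dose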;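 further: His-tagged Mcl-1 with europium anti-His antibody binding Bid BH3 peptide; 0% = Mcl-1 plus peptide wells and 100% = peptide-only wells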
# Cdc42 wt: modulators of GTP binding to wildtype Cdc42, primary screen, biochemical, multiplex bead flow cytometry, Bodipy-GTP; Cell division control protein 42 homolog (Homo sapiens), P60953; GST-Cdc42 beads; actives lie on both sides; percent activity (GTP binding), % at 10 µM; actives 0.2% (n = 190,000); AID 761, 2007;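 active means percent activity GTP binding at least 20 points away from the 100% baseline, either down as inhibitor or up as activator; inconclusive means compound flagged as likely green fluorescent from well-wide comparison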;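 further: median bead fluorescence of bound Bodipy-FL-GTP at 100 nM; 0% = excess unlabeled GTP control and 100% = no compound control; below 100% means less GTP binding so inhibitor and above means activator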
# Target sequence (P60953 whole entry, looked up): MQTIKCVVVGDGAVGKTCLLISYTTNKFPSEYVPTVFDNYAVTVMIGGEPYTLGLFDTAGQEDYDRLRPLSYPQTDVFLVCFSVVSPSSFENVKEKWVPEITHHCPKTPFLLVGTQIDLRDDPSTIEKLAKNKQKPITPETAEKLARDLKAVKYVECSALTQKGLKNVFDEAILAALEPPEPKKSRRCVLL
# Pf gametocyte: late stage P. falciparum gametocyte viability inhibitors, primary screen, ATP luminescence, HTS | inhibition, % at 10.9 µM | actives 0.065% (n = 150,000) | P. falciparum stage V gametocytes, 24 h;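 active means inhibition above the mean plus 3 SD of compounds within the control limits, set per campaign, cut at about 38% in these data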;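 further: 0% = DMSO wells and 100% = medium only without gametocytes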
# HRas wt GTP bind: modulators of GTP binding to HRas wildtype, primary screen, biochemical, bead-based flow cytometry, multiplex; GTPase HRas (Homo sapiens), P01112; GST-Ras wt beads, Bodipy-FL-GTP binding; actives lie on both sides; GTP binding activity, % at 10 µM; actives 0.14% (n = 190,000); AID 759, 2007;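 active means GTP binding activity at least 20% away from the 100% baseline, either lowered as inhibitor or raised as activator; inconclusive means flagged as likely green fluorescent, judged across all proteins in the well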;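 further: 0% = unlabeled GTP competition control and 100% = no-compound control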
# Target sequence (P01112 whole entry, looked up): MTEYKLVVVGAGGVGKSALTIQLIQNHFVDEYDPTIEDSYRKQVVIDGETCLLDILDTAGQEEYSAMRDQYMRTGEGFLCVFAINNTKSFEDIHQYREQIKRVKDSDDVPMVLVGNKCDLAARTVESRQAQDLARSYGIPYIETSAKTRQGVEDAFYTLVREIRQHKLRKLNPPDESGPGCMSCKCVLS
# * = called active by the depositor; u = inconclusive; x = no result given; & = joins results of further samples.
structure	Rac1 wt modul	Rac1 act GTP bind	GSH fluor	Rab7 wt GTP bind	Avidin bead fluor	Mcl1 Noxa PPI	Rab2 wt GTP	Mcl1-Bid inh	Cdc42 wt	Pf gametocyte	HRas wt GTP bind
Cc1ccc(C(=O)Nc2c(-c3cccs3)nc3cc(C)ccn23)cc1	94.0	94.0	32	93.0	13	-0.1	95.0	0.2	96.0	x	95.0
Cc1cc(=O)oc2cc(OCC(O)CN3CCN(c4ccccc4)CC3)ccc12 (stereo not given)	102.0	100.0	16	104.0	33	3.0	100.0	-14.6	102.0	x	103.0
COC(=O)c1ccc(NC(=O)C(=O)N2CCN(C(=S)Nc3ccccc3OC)CC2)cc1	104.0	100.0	6	100.0	12	5.9	99.0	-62.6	102.0	-4.3	102.0
CN(C)S(=O)(=O)c1ccc(Nc2nc(C3CC3)nc3c2nnn3Cc2ccccc2Cl)cc1	108.0	100.0	14	101.0	16	1.8	99.0	-4.5	98.0	x	99.0
CC1CCN(c2c(NCC3CCC(C(=O)NCCc4ccccc4)CC3)c(=O)c2=O)CC1 (stereo not given)	103.0	98.0	13	98.0	6	14.2	102.0	-17.4	101.0	x	99.0
O=C(Nc1ccc2sc3ccccc3c(=O)c2c1)c1ccccc1Cl	u	u	17	u	13	5.5	u	-0.4	u	18.3	u
Fc1cccc(-c2cc3nc4c(c(N5CCC6(CC5)OCCO6)n3n2)CCCC4)c1	109.0	100.0	14	97.0	33	-2.7	102.0	-8.4	99.0	x	101.0
COC(=O)c1ccc(CSc2ncn[nH]2)o1	105.0	99.0	31	99.0	13	0.8	102.0	-2.8	105.0	-2.9	102.0
CC(C)N=C1NN=C(c2ccc(Cl)c(Cl)c2)CS1	96.0	94.0	12	102.0	9	9.9	95.0	15.9	93.0	-18.2	96.0
N#CCSc1nnc(-c2ccccc2)c(-c2ccccc2)n1	106.0	99.0	11	104.0	23	12.2	105.0	19.6	107.0	x	104.0
COCCNC(=O)/C(C#N)=C/C(C)=C/c1ccccc1	108.0	101.0	6	97.0	13	14.2	97.0	-17.4	107.0	x	101.0
c1ccc(Oc2cc(-c3ccccc3)ncn2)cc1	98.0	97.0	23	94.0	5	-17.2	96.0	16.2	99.0	-13.5	98.0
COc1ccc(CCNc2ncnc3sccc23)cc1OC	100.0	94.0	10	102.0	10	18.5	97.0	-14.7	96.0	-7.8	96.0
OCCN1CCN(CC(O)COc2ccc3c(c2)OCO3)CC1 (stereo not given)	103.0	100.0	16	104.0	35	1.8	101.0	-23.5	103.0	x	104.0
Cc1cccc(NC(=S)N(C)Cc2cn(C)c3ccccc23)c1	106.0	99.0	7	102.0	12	25.1	101.0	-76.9	105.0	-27.5	102.0
CCSc1ncc(Cl)c(C(=O)Nc2ccccc2)n1	98.0	97.0	15	96.0	21	15.7	98.0	9.6	96.0	-27.1	97.0
COC(=O)c1cncc(O)c1	108.0	101.0	12	102.0	9	-1.0	103.0	-34.0	103.0	x	104.0
Cc1cc(NC(=O)COC(=O)C(Nc2ccc(C(F)(F)F)cc2Cl)C(C)C)no1 (stereo not given)	104.0	100.0	22	104.0	16	-4.3	107.0	-5.8	104.0	19.3	104.0
CCCCc1c(C)c2ccc(OCC(C)=O)cc2oc1=O	99.0	96.0	30	97.0	16	x	97.0	x	96.0	9.4	98.0
Nc1c(Nc2ccccc2)c2ccccc2oc1=O	96.0	96.0	52	97.0	5	5.3	95.0	-38.1	95.0	6.9	94.0
O=[N+]([O-])C(=C1Nc2ccccc2N1)C(Cl)=C(Cl)Cl	94.0	95.0	20	94.0	6	17.5	98.0	47.3	95.0	x	93.0
COc1cccc(CC2(CO)CCCN(Cc3cc4ccccc4[nH]3)C2)c1 (stereo not given)	101.0	100.0	13	99.0	5	0.6	99.0	-41.3	102.0	x	99.0
O=C(OCC#CCSc1nc2ccccc2s1)c1ccco1	102.0	100.0	36	101.0	11	66.5*	98.0	-22.0	99.0	13.6	102.0
Cc1ccccc1NCC(=O)N/N=C/C(Br)=C/c1ccccc1	105.0	101.0	4	98.0	7	-3.4	97.0	90.0*	101.0	x	99.0
Cn1c(=O)c2c(nc(NCc3ccccc3)n2CC(=O)NCc2ccccc2)n(C)c1=O	105.0	101.0	32	100.0	13	-7.2	104.0	-35.0	103.0	x	102.0
COc1cc(C2NC(=O)NC(C)=C2C(C)=O)cc(OC)c1OC (stereo not given)	99.0	98.0	24	96.0	8	-10.3	98.0	-30.9	101.0	x	96.0
COc1ccc(C2CC(=O)C=C(O)C2)cc1 (stereo not given)	97.0	93.0	24	90.0	4	-1.0	90.0	0.1	95.0	-0.7	94.0
Cc1nc2ccccc2c(=O)n1Nc1cccc(Cl)c1	101.0	98.0	20	95.0	13	6.4	102.0	3.0	101.0	x	98.0
CCOC(=O)C1CCCN(C(=O)c2cccc(S(=O)(=O)N3CCOCC3)c2)C1 (stereo not given)	100.0	96.0	10	95.0	10	3.0	97.0	-12.6	100.0	11.7	97.0
CC12CN3CCN(CC(C3)/C1=N/NC(=O)Nc1ccccc1)C2	101.0	100.0	8	93.0	1	10.7	100.0	-10.9	104.0	24.6	103.0
COc1ccc(C(=O)Cn2c(NCCO)nc3ccccc32)cc1	101.0	97.0	14	106.0	11	7.1	99.0	-19.3	98.0	-28.9	98.0
CC(Nc1n[nH]c(=S)[nH]c1=O)C(=O)OCc1ccccc1 (stereo not given)	113.0	102.0	238*	107.0	6	4.0	106.0	-78.1	105.0	8.1	104.0
CCOC(=O)N1CCN(S(=O)(=O)c2ccc3c(c2)CCN3C(=O)C2CCC2)CC1	98.0	96.0	23	99.0	24	-3.7	97.0	2.9	95.0	x	97.0
COc1ccc(-c2nnn(CC(=O)N(CCO)C(C(=O)NC3CCCC3)c3ccc(F)cc3)n2)cc1 (stereo not given)	106.0	100.0	27	101.0	12	3.8	101.0	-0.5	101.0	x	102.0
COC(=O)c1ccccc1NC(=O)c1nc2nc(C)cc(C)n2n1	104.0	100.0	31	102.0	134*	13.7	99.0	-16.8	102.0	x	100.0
Cc1occc1C(=O)n1nnc2ccccc21	100.0	90.0	27	96.0	11	15.6	96.0	-8.5	94.0	6.4	95.0
CCc1c(C)nc2ncnn2c1N1CCCC(C(=O)NCc2cccs2)C1 (stereo not given)	98.0	95.0	13	94.0	11	-6.2	97.0	2.5	97.0	6.3	98.0
COC(=O)C1=C(C)NC(=O)NC1c1ccsc1 (stereo not given)	102.0	101.0	30	95.0	17	12.4	106.0	2.9	108.0	4.9	105.0
CC(C)Oc1ccc(/C(O)=C2/C(=O)C(=O)N(CCN3CCOCC3)C2c2ccccc2)cc1 (stereo not given)	95.0	94.0	30	97.0	17	17.2	96.0	-9.6	98.0	8.1	98.0
CCn1nc(NC(=O)c2cccnc2)c2cc3cccc(C)c3nc21	104.0	103.0	28	101.0	13	20.5	103.0	-12.5	106.0	x	106.0
Cc1ccc(C(=O)Cn2c(C(=O)/C=C/c3ccccc3)nc3ccccc32)cc1	101.0	99.0	22	99.0	11	8.5	98.0	-22.5	99.0	x	99.0
CC(C)CC(=O)Nc1nnc(-c2ccco2)s1	98.0	99.0	5	96.0	8	30.1	98.0	-6.0	100.0	x	98.0
COCCN(CC(=O)NCc1ccccc1)C(=O)CCC(=O)Nc1ccccn1	100.0	99.0	24	99.0	8	16.6	101.0	-18.3	100.0	17.8	102.0
COc1ccc(NC(=O)c2[nH]c(C)c(C(C)=O)c2C)cc1Cl	101.0	99.0	18	99.0	6	14.7	99.0	-7.4	99.0	9.3	100.0
Cc1cnc(C(=O)OCC(=O)N(C(C)C)C(C)C)cn1	98.0	96.0	16	98.0	34	14.9	97.0	-44.6	98.0	-12.2	97.0
Cc1ccc(NC(=O)C2CCCN2S(=O)(=O)c2ccc3c(c2)n(C)c(=O)c(=O)n3C)cc1C (stereo not given)	101.0	98.0	17	97.0	6	-5.4	100.0	-13.5	99.0	x	98.0
COc1cccc(OCc2nc3ncc(Br)cc3[nH]2)c1	100.0	97.0	56	97.0	7	-2.9	98.0	12.9	99.0	x	99.0
Cn1c(SCC(=O)c2cc3ccccc3o2)nnc1-c1ccccc1	104.0	102.0	13	98.0	18	23.3	100.0	-7.2	102.0	x	101.0
COc1ccc(CC(=O)NCC(=O)N/N=C(/C)c2ccco2)cc1	98.0	94.0	12	105.0	8	-4.7	100.0	-20.0	97.0	11.2	100.0
O=C(O)c1ccc(Nc2nc(-c3ccccc3)c3ccccc3n2)cc1	91.0	91.0	26	97.0	7	5.0	93.0	-16.2	89.0	x	92.0
COc1ccc(-n2c(=S)[nH]c3cc(C(=O)NCc4ccco4)ccc3c2=O)cc1OC	108.0&101.0	101.0&96.0	22&20	100.0&104.0	10&11	23.4&-4.4	102.0&96.0	-30.1&-13.8	102.0&93.0	22.9	101.0&96.0
CN(C)CCCN(C(=O)COc1ccccc1)c1nc2c(F)cccc2s1	102.0	98.0	16	104.0	8	14.4	100.0	-0.8	100.0	-9.5	100.0
Cc1cccc2cc(CN(CC3CCCO3)C(=O)c3ccco3)c3nnnn3c12 (stereo not given)	u	u	12	u	11	2.5	u	-14.9	u	x	u
CCOc1ccc(CCNC(=O)COC(=O)c2ccccc2O)cc1OCC	98.0	95.0	17	106.0	8	3.4	98.0	-7.9	96.0	15.2	97.0
COc1ccc(C)cc1NC(=O)C(Sc1nnc(Nc2cc(C)ccc2OC)s1)c1ccccc1 (stereo not given)	101.0	97.0	8	99.0	-3	-184.0	100.0	-75.0	99.0	-0.4	100.0

# Rows were taken by chance. Share with any hit: about 3%.
